Screening data (PubChem)
IL1B cytotox: cytotoxicity in IL-1B stimulated HUVEC, primary screen, cytotoxicity control for IL-1B NFkB translocation project, imaging, Hoechst nuclear count, IL-1B stimulus; HUVEC cell count loss; 0.41% of 94,000 active; cell count reduction, % at 2 µM;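 active = cell count reduction more than 3 SD above the screen-wide mean, cut at about 70% in these data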;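 note: normalized per plate to untreated control cells as the no-loss baseline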
VCAM1 TNFa inh: inhibitors of TNFa-induced VCAM1 expression, primary screen, imaging, HUVEC, TNFa stimulus, immunofluorescence; HUVEC TNFa-induced VCAM-1 immunofluorescence, high-content imaging; 0.48% of 95,000 active; inhibition, % at 2 µM;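 active = inhibition above the batch mean plus 3 SD, with images confirmed as a hit by eye, cut at about 37% in these data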;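 note: 0% = TNF-stimulated DMSO wells and 100% = unstimulated control wells; not every result past the cut was called active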
MT1-MMP txn act: MT1-MMP promoter reporter activation – cell-based, luciferase luminescence, primary screen | 0.16% of 86,000 active | AID 750, 2007 | activation factor at 10 µM | HT1080 MT1-MMP promoter luciferase reporter, overnight; hits give high values;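 active = activation factor of at least 2 for MT1-MMP transcription at 10 µM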
hDAT+cocaine: changed hDAT dopamine uptake under cocaine IC80, either direction, primary screen, cocaine antagonist project, cell-based, LLC-PK1 hDAT, [14C]-dopamine uptake, MLSMR; Sodium-dependent dopamine transporter (Homo sapiens), Q01959; LLC-PK1 hDAT cells, [14C]-dopamine uptake with cocaine IC80; actives deviate in either direction; B-score at 10 µM; 1.3% of 110,000 active; AID 449768, 2010;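 active = Z score or B-score, a plate-position-corrected score, falls beyond the plate's 99.7% confidence bounds, in either direction; inactive = both scores lie inside the 99.7% bounds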;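 note: scored against the spread of the other compound wells on the same plate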
Target sequence (Q01959 whole entry, looked up): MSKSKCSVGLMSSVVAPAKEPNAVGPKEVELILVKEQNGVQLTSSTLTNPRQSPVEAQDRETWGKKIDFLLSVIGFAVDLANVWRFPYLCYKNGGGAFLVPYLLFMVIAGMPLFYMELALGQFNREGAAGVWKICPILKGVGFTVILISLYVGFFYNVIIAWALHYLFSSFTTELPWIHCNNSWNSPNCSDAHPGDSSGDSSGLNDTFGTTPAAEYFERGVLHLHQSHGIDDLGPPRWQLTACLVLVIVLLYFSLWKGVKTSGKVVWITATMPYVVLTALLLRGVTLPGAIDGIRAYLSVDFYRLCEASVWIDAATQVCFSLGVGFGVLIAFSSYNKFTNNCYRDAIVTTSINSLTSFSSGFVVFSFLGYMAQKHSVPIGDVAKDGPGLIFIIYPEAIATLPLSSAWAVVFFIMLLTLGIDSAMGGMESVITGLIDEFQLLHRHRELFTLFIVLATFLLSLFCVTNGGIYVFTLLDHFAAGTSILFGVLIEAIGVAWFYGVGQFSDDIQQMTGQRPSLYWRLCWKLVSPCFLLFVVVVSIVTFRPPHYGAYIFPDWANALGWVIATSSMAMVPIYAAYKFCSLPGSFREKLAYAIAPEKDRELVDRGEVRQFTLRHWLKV
Smad3 FoxH1 inh: Smad3/FoxH1 peptide binding inhibitors, primary screen, biochemical, TR-FRET | AID 630, 2007 | TR-FRET Smad3/Dy647-FoxH1 peptide binding, europium anti-His | 0.29% of 88,000 active | inhibition, % at 25 µM | Mothers against decapentaplegic homolog 3 (Homo sapiens), P84022;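 active = compounds that reduce the energy-transfer binding signal between the protein and its labelled peptide by more than half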;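 note: 0% = Smad3 plus labelled peptide maximal FRET and 100% = peptide-only background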
Target sequence (P84022 whole entry, looked up): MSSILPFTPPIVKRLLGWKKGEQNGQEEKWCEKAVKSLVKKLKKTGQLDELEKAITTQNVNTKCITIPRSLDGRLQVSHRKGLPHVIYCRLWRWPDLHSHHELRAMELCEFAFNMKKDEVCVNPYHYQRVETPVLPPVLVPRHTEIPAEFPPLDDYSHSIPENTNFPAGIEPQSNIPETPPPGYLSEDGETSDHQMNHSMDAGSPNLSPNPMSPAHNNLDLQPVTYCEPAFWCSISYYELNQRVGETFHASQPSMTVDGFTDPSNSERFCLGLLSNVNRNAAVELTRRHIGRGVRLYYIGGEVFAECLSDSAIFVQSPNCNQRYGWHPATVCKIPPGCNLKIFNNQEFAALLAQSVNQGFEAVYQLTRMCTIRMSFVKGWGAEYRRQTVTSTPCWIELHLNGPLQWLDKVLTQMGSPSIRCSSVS
cytoskel mod: modifiers of F-actin cytoskeleton organization, primary screen, imaging, HUVEC, phalloidin staining, high-content imaging | HUVEC TNFa F-actin phalloidin imaging | inhibition, % at 2 µM | 0.18% of 91,000 active;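 active = inhibition above the batch mean plus 3 SD and confirmed as a hit by visual image inspection, cut at about 30% in these data, passing the limit was not always enough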; note: strong numbers were not always called active
Candida biofilm: clotrimazole potentiators killing Candida biofilms, primary screen, with clotrimazole, Alamar Blue; inhibition, % at 6 µM; 0.14% of 85,000 active; C. albicans biofilm + clotrimazole;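 active = inhibition above 20%; inactive = inhibition below 20%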;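 note: preformed 24 hr biofilms exposed to compound for 48 hr; 0% = biofilm without compound and 100% = blank killed by clotrimazole plus chlorhexidine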
TNFa cytotox: cytotoxicity in TNFa-stimulated HUVEC, primary screen, cytotoxicity control for VCAM1 expression modulator project, imaging, Hoechst nuclei count. HUVEC TNFalpha-stimulated, Hoechst cell count. cell count reduction, % at 2 µM. 0.17% of 93,000 active. AID 848, 2007;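 active = cell count reduction exceeding the screen mean by over 5 SD, scaled to untreated wells per plate, cut at about 78% in these data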;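 note: cells counted after 24 h of TNF alpha exposure following the 1 h pretreatment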
PTPN22 inh 2: PTPN22 phosphatase inhibitors, primary screen, biochemical, DiFMUP fluorescence, 2 µM; Tyrosine-protein phosphatase non-receptor type 22 (Homo sapiens), Q9Y2R2; recombinant LYP catalytic domain; inhibition, % at 2 µM; 0.21% of 96,000 active;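 active = inhibition at 2 µM at or above a set limit, the screen mean plus 3 SD, cut at about 24% in these data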;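 note: 0% = DMSO with enzyme and 100% = enzyme fully blocked by orthovanadate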
* marks the source's active call; other numbers are inactive results; [ ] = another dose, or the depositor's remark. Some of the compounds tested, so the mix of outcomes need not match the whole.

How did CCc1cccc(C)c1NC(=O)CSc1nnc(-c2cc3cc(Br)ccc3o2)n1CC do in these assays?
IL1B cytotox: 1; VCAM1 TNFa inh: -34; MT1-MMP txn act: 1.1; hDAT+cocaine: 0.5; Smad3 FoxH1 inh: 9; cytoskel mod: -12; Candida biofilm: 11; TNFa cytotox: -15; PTPN22 inh 2: 8

How did CNc1nnc(-c2cc3cc(Cl)ccc3oc2=O)s1 do in these assays?
IL1B cytotox: 22; VCAM1 TNFa inh: -6; MT1-MMP txn act: 1.3; hDAT+cocaine: 0.14; Smad3 FoxH1 inh: 50[fluorescence artefact?]; cytoskel mod: 4; Candida biofilm: -1; TNFa cytotox: -5; PTPN22 inh 2: 4

How did COc1cc(OC)c(CN2CCCCCCC2)cc1Br do in these assays?
VCAM1 TNFa inh: -6; MT1-MMP txn act: 1.3; hDAT+cocaine: -0.44; Smad3 FoxH1 inh: -8; cytoskel mod: -6; Candida biofilm: 0; TNFa cytotox: -13; PTPN22 inh 2: 1

What do the screens show for `O=C(CCN1CCCCC1)c1ccccc1`?
IL1B cytotox: -7; VCAM1 TNFa inh: 13; MT1-MMP txn act: 1.1; hDAT+cocaine: -0.91; Smad3 FoxH1 inh: -5; cytoskel mod: 0; Candida biofilm: 2; TNFa cytotox: -21; PTPN22 inh 2: 3

How did CCc1c(O)nc(N2CCN(Cc3ccccc3)CC2)[nH]c1=O do in these assays?
IL1B cytotox: -7; VCAM1 TNFa inh: -1; MT1-MMP txn act: 1.2; hDAT+cocaine: 0.077; Smad3 FoxH1 inh: -6; cytoskel mod: -32; Candida biofilm: 3; TNFa cytotox: 9; PTPN22 inh 2: 0

What do the screens show for `COc1ccc(C2(NC(C)=O)CCN(C(=O)c3cccs3)CC2)cc1`?
IL1B cytotox: 3; VCAM1 TNFa inh: 24; MT1-MMP txn act: 1.3; hDAT+cocaine: 0.67; Smad3 FoxH1 inh: -6[fluorescence artefact?]; cytoskel mod: -39; Candida biofilm: 4; TNFa cytotox: -43; PTPN22 inh 2: 1

What do the screens show for `O=C(c1ccco1)N(CCC(c1ccccc1)c1ccco1)Cc1ccc(F)cc1` (stereo unspecified)?
IL1B cytotox: 11; VCAM1 TNFa inh: 7; hDAT+cocaine: 0.31; cytoskel mod: 11; TNFa cytotox: -21; PTPN22 inh 2: 7

What do the screens show for `COC(=O)C(C)NS(=O)(=O)c1ccc(NC(C)=O)cc1` (stereo unspecified)?
IL1B cytotox: -13; VCAM1 TNFa inh: 13; MT1-MMP txn act: 1.3; hDAT+cocaine: -1.7; Smad3 FoxH1 inh: -6; cytoskel mod: -2; TNFa cytotox: 1; PTPN22 inh 2: 0

What do the screens show for `COc1cc(C(=O)Nc2nccs2)c(Br)c(OC)c1OC`?
IL1B cytotox: -17; VCAM1 TNFa inh: -10; MT1-MMP txn act: 1; hDAT+cocaine: -0.81; Smad3 FoxH1 inh: 7; cytoskel mod: -6; Candida biofilm: 3; TNFa cytotox: -5; PTPN22 inh 2: 8

Results for Cc1occc1C(=O)N1N=C(C2CC2)CC1(O)C(F)(F)F (stereo unspecified) ?
IL1B cytotox: 2; VCAM1 TNFa inh: 6; MT1-MMP txn act: 1.1; hDAT+cocaine: -0.43; Smad3 FoxH1 inh: 0; cytoskel mod: -5; Candida biofilm: 4; TNFa cytotox: -7; PTPN22 inh 2: -8

What do the screens show for `Cc1cc(C)c2nc(-c3ccccn3)cc(C(=O)NCc3ccco3)c2c1`?
IL1B cytotox: -22; VCAM1 TNFa inh: 16; MT1-MMP txn act: 1; hDAT+cocaine: 0.00087; Smad3 FoxH1 inh: 6; cytoskel mod: -1; Candida biofilm: 3; TNFa cytotox: 6; PTPN22 inh 2: 10

Results for COc1cc(/C=C2\SC(c3ccc(C)cc3)=NC2=O)ccc1O ?
IL1B cytotox: 11; VCAM1 TNFa inh: 10; hDAT+cocaine: 0.83; cytoskel mod: -4; TNFa cytotox: -23; PTPN22 inh 2: 7

Results for CCN(CC)C(=O)N1CCN(S(=O)(=O)c2ccc(C)c(C)c2)CC1 ?
IL1B cytotox: -13; VCAM1 TNFa inh: 9; MT1-MMP txn act: 1.1; hDAT+cocaine: 1.1; Smad3 FoxH1 inh: 4; cytoskel mod: -3; Candida biofilm: 8; TNFa cytotox: -8; PTPN22 inh 2: -1

What do the screens show for `O=C(CCCc1ccccc1)Nc1cccnc1`?
IL1B cytotox: -79; VCAM1 TNFa inh: 13; MT1-MMP txn act: 1.7; Smad3 FoxH1 inh: 12; cytoskel mod: -8; Candida biofilm: 1; TNFa cytotox: -6; PTPN22 inh 2: 11

What do the screens show for `Cc1[nH]c(=O)[nH]c(=O)c1CSc1nnc(CCCCCNC(=O)OC(C)(C)C)o1`?
IL1B cytotox: -38; VCAM1 TNFa inh: -18; MT1-MMP txn act: 1; hDAT+cocaine: -0.06; Smad3 FoxH1 inh: 7; cytoskel mod: -1; Candida biofilm: 4; TNFa cytotox: -16; PTPN22 inh 2: -1

How did CC(OC(=O)c1cc2sccc2n1C)C(=O)NCCc1ccccc1 (stereo unspecified) do in these assays?
IL1B cytotox: 7; VCAM1 TNFa inh: 12; MT1-MMP txn act: 1; hDAT+cocaine: 1.1; Smad3 FoxH1 inh: 3; cytoskel mod: 6; Candida biofilm: 3; TNFa cytotox: -10; PTPN22 inh 2: -5

How did CC(C)NC(=O)c1cc2c(s1)CCCC2 do in these assays?
IL1B cytotox: -6; VCAM1 TNFa inh: -4; MT1-MMP txn act: 1.5; hDAT+cocaine: -0.43; Smad3 FoxH1 inh: 3; cytoskel mod: 28; Candida biofilm: 5; TNFa cytotox: -34; PTPN22 inh 2: 10

What do the screens show for `CC1CCCC(C)N1CCCNC(=O)Cn1cc2c(n1)CCCC2` (stereo unspecified)?
IL1B cytotox: 6; VCAM1 TNFa inh: -12; MT1-MMP txn act: 1.1; hDAT+cocaine: 0.52; Smad3 FoxH1 inh: 0; cytoskel mod: -4; Candida biofilm: 7; TNFa cytotox: -10; PTPN22 inh 2: -4

Results for COc1cc(C(=O)Nc2cccc3ncccc23)cc(OC)c1OC ?
MT1-MMP txn act: 1; hDAT+cocaine: 0.075; Smad3 FoxH1 inh: -4; Candida biofilm: 10

How did CC(C)(C)c1ccc(C(=O)N2CCC(C(=O)NCc3ccncc3)CC2)cc1 do in these assays?
IL1B cytotox: 94*; VCAM1 TNFa inh: 14; MT1-MMP txn act: 1; hDAT+cocaine: 1.2; Smad3 FoxH1 inh: 2; cytoskel mod: 8; Candida biofilm: 13; TNFa cytotox: 3; PTPN22 inh 2: -11

How did NC1=NC2(CCCCC2)N=C(Nc2ccc(F)cc2F)N1 do in these assays?
IL1B cytotox: -21; VCAM1 TNFa inh: 6; hDAT+cocaine: -0.17; cytoskel mod: 6; TNFa cytotox: -26; PTPN22 inh 2: 1

Results for COC(=O)C1=C(N)OC2=C(C(=O)CC(C)(C)C2)C1c1cccs1 (stereo unspecified) ?
MT1-MMP txn act: 1; hDAT+cocaine: -0.9; Smad3 FoxH1 inh: 0; Candida biofilm: 4

What do the screens show for `Cc1ccc(C)c(-c2nc3ccc(N)cc3[nH]2)c1`?
IL1B cytotox: -10; VCAM1 TNFa inh: 1; MT1-MMP txn act: 1.3; hDAT+cocaine: -0.39; Smad3 FoxH1 inh: 10; cytoskel mod: 0; Candida biofilm: 4; TNFa cytotox: -5; PTPN22 inh 2: 4

What do the screens show for `C/C(=N\NC(=S)Nc1cccc(C)c1)c1ccccc1`?
IL1B cytotox: -13; VCAM1 TNFa inh: 5; hDAT+cocaine: 0.47; cytoskel mod: 8; TNFa cytotox: -2; PTPN22 inh 2: 3

What do the screens show for `C=CCn1c(=O)/c(=C/c2ccc(C)o2)s/c1=C(/C#N)C(=O)c1ccccc1`?
IL1B cytotox: -8; VCAM1 TNFa inh: 12; MT1-MMP txn act: 1; hDAT+cocaine: -0.069; Smad3 FoxH1 inh: -3; cytoskel mod: -23; Candida biofilm: 6; TNFa cytotox: -10; PTPN22 inh 2: 0

How did O=C(Cn1c(=O)c2c(ncn2Cc2ccccc2)n(Cc2ccccc2)c1=O)NC1CC1 do in these assays?
IL1B cytotox: -6; VCAM1 TNFa inh: -20; MT1-MMP txn act: 1; hDAT+cocaine: -1.5; Smad3 FoxH1 inh: 6[fluorescence artefact?]; cytoskel mod: 8; Candida biofilm: -3; TNFa cytotox: -23; PTPN22 inh 2: 3

Results for CCC1CCCCN1C(=O)CSc1nnc(-c2c[nH]c3ccccc23)o1 (stereo unspecified) ?
IL1B cytotox: 4; VCAM1 TNFa inh: 1; MT1-MMP txn act: 1.2; hDAT+cocaine: 2.2; Smad3 FoxH1 inh: 8; cytoskel mod: -8; Candida biofilm: 2; TNFa cytotox: -44; PTPN22 inh 2: -3

How did CON(C)c1nc(OCCNC(=O)OCc2ccc(Cl)cc2Cl)nc(N(C)C)n1 do in these assays?
IL1B cytotox: 1; VCAM1 TNFa inh: 7; MT1-MMP txn act: 1; hDAT+cocaine: -0.0084; cytoskel mod: -9; TNFa cytotox: -1; PTPN22 inh 2: -7

What do the screens show for `COCc1cc(C)nc(NC2CCCCC2)c1C#N`?
IL1B cytotox: -2; VCAM1 TNFa inh: 25; MT1-MMP txn act: 1; hDAT+cocaine: 0.12; Smad3 FoxH1 inh: 8; cytoskel mod: -10; Candida biofilm: 5; TNFa cytotox: 5; PTPN22 inh 2: -21

Results for Cc1nc2sc(C(c3cccs3)N3CCN(c4ccccc4)CC3)c(O)n2n1 (stereo unspecified) ?
MT1-MMP txn act: 1; hDAT+cocaine: 0.34; Smad3 FoxH1 inh: -11; Candida biofilm: 1

How did COc1ccc(OC)c(C2CC(=O)N3CN(c4ccccc4)CSC3=C2C#N)c1 (stereo unspecified) do in these assays?
IL1B cytotox: -4; VCAM1 TNFa inh: 8; MT1-MMP txn act: 1.1; hDAT+cocaine: -0.38; Smad3 FoxH1 inh: 4; cytoskel mod: -6; Candida biofilm: 10; TNFa cytotox: -23; PTPN22 inh 2: 2

What do the screens show for `Cc1ccc(SC(C)c2nc(-c3ccncc3)no2)cc1` (stereo unspecified)?
IL1B cytotox: -16; VCAM1 TNFa inh: 11; MT1-MMP txn act: 1.1; hDAT+cocaine: 0.68; Smad3 FoxH1 inh: 15; cytoskel mod: 7; Candida biofilm: 6; TNFa cytotox: -43; PTPN22 inh 2: 3

How did Cc1nc(-c2ccc(C(=O)O)cc2)cs1 do in these assays?
IL1B cytotox: -29; VCAM1 TNFa inh: 8; MT1-MMP txn act: 1; hDAT+cocaine: 0.43; Smad3 FoxH1 inh: -10; cytoskel mod: -2; Candida biofilm: 1; TNFa cytotox: -6; PTPN22 inh 2: 6

Results for COc1ccc(C2(O)CCN(Cc3nnnn3Cc3ccc(C)cc3)CC2)cc1 ?
IL1B cytotox: -30; VCAM1 TNFa inh: -1; MT1-MMP txn act: 1.1; hDAT+cocaine: 1.4; Smad3 FoxH1 inh: 7; cytoskel mod: -10; Candida biofilm: 9; TNFa cytotox: -4; PTPN22 inh 2: 11
